ATG4B inhibitor: ATG4B protease inhibitors, primary screen, biochemical, fluorescence, uHTS. Cysteine protease ATG4B (Homo sapiens), Q9Y4P1. ATG4B cleavage of LC3-PLA2, NBD-HPC fluorescence, 1 h. inhibition, % at 8.33 µM. 0.51% of 340,000 active; in the data active means inhibition above about 40%
Target sequence (Q9Y4P1 whole entry, looked up): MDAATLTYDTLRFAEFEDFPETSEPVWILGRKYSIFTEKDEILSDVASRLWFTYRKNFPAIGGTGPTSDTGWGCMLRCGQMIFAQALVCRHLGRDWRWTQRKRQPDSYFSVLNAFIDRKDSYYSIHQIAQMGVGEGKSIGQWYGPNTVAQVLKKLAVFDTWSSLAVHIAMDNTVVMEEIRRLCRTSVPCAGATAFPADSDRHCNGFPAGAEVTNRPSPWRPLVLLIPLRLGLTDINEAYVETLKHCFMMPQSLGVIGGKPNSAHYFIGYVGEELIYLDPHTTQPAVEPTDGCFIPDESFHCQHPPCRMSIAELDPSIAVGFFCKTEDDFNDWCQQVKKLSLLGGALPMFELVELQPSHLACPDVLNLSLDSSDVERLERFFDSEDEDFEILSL
MPTP inh: mitochondrial permeability transition pore inhibitors, primary screen, biochemical, isolated mouse mitochondria, absorbance; Ca2+ swelling absorbance, 30 min; inhibition, % at 10 µM; 1.4% of 360,000 active; AID 602449, 2012;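 active means inhibition of 50% or more, scaled per plate between neutral and stimulator controls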;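 further: 0% = DMSO wells given calcium and 100% = 1 mM EGTA wells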
SENP6 block: SENP6 protease inhibitors, primary screen, biochemical, luminescence, uHTS; Sentrin-specific protease 6 (Homo sapiens), Q9GZR1; 1.8% of 330,000 active; AID 2599, 2010; inhibition, % at 10 µM; Recombinant SENP6 catalytic domain, aminoluciferin luminescence;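 active means inhibition above about 50% at the single tested dose, limit read from the data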;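 further: plate controls were DMSO wells with enzyme for no effect and DMSO wells lacking enzyme for full effect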
SENP8 block: human SENP8 protease inhibitors, primary screen, biochemical, fluorescence, Nedd8 protein substrate, uHTS; recombinant SENP8; inhibition, % at 20 µM; 0.64% of 360,000 active; AID 602440, 2012; in the data active means inhibition mostly above about 40%, no sharp cut-off; inactive means mostly below about 27%
Target sequence (Q96LD8 whole entry, looked up): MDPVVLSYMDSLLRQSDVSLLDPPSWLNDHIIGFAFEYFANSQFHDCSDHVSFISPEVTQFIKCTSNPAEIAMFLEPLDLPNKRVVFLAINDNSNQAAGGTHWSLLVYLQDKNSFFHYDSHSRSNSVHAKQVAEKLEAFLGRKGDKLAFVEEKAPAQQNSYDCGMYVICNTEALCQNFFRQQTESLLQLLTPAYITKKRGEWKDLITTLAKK
GRIN3A LBD mod: binders of NR3A ligand-binding domain, primary screen, biophysical, differential scanning fluorimetry, uHTS. 2.5% of 340,000 active. Tm shift relative to glycine control, % at 25 µM. NR3A LBD differential scanning fluorimetry, Tm shift; 0% = protein alone, 100% = glycine-bound protein. Glutamate receptor ionotropic, NMDA 3A (GRIN3A) ligand-binding domain;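 active means melting temperature shift of at least 10% of the positive control shift, at one fixed dose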
SENP7 block: SENP7 protease inhibitors, primary screen, biochemical, luminescence, uHTS; Sentrin-specific protease 7 (Homo sapiens), Q9BQF6; recombinant SENP7, Z-RLRGG-aminoluciferin luminescence, 40 min; inhibition, % at 5 µM; 1.5% of 330,000 active;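 active means inhibition above about 50% at the single test dose, limit read from the data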;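 further: plate controls were DMSO with enzyme for no effect and no enzyme buffer wells for full effect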
Target sequence (Q9BQF6 706-1050 limits assumed): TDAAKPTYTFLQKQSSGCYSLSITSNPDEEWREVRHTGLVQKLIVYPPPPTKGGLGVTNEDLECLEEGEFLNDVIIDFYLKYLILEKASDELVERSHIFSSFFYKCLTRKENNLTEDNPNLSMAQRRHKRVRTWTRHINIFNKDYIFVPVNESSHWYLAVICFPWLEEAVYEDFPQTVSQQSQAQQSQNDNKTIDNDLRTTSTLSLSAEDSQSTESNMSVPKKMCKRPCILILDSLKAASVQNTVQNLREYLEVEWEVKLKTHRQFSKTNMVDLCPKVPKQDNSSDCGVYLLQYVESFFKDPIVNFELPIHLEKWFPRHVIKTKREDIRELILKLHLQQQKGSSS
PfG6PD inh: PfG6PD enzyme inhibitors, primary screen, biochemical, fluorescence intensity, uHTS; PfGluPho enzyme, NADPH resazurin-diaphorase fluorescence; inhibition, % at 20 µM; 0.78% of 350,000 active;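 active means inhibition reaching at least a set limit at 20 µM in the primary screen, cut at about 59% in these data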;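 further: 0% = DMSO wells with substrate and 100% = DMSO wells lacking glucose-6-phosphate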
HKDC1 inhibitor: HKDC1 hexokinase inhibitors, primary screen, biochemical, fluorescence, uHTS; Q2TB90; recombinant HKDC1, G6PDH/diaphorase resazurin coupled fluorescence; inhibition, % at 20 µM; 0.16% of 340,000 active; AID 493160, 2011;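 active means inhibition above about 35% when tested at 20 µM, limit read from the data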;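 further: plate controls were DMSO wells with enzyme for no effect and DMSO wells lacking enzyme for full effect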
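Assay system – recombinant HKDC1 (HK5) hexokinase enzyme, produced in-house · Input – HKDC1 at 5 µg/mL · Reagent – glucose plus 1 mM ATP as hexokinase substrates · Timing – 90 min reaction incubation at room temperature, dark · Measured by – G6PDH/diaphorase-coupled fluorescence, 1 mM NADP, 100 µM resazurin, 525/613 nm · Benchmarks – DMSO-enzyme wells negative, buffer-substituted wells positive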
Numbers without * were called inactive.

What do the screens show for `COc1ccc(NC(=O)CN(C)S(=O)(=O)c2ccc3c(c2)NC(=O)CS3)cc1`?
ATG4B inhibitor: -8; MPTP inh: 0.2; SENP6 block: 7; SENP8 block: 25; GRIN3A LBD mod: -1; SENP7 block: -11; PfG6PD inh: 2; HKDC1 inhibitor: -3

How did Cc1ccc(C2=NN(C(=O)c3ccco3)C(O)(C(F)(F)F)C2)cc1 (stereo not drawn) do in these assays?
ATG4B inhibitor: -5; MPTP inh: 0.3; SENP6 block: -14; SENP8 block: 2; GRIN3A LBD mod: 2; SENP7 block: 1; PfG6PD inh: 6; HKDC1 inhibitor: -1

How did O=C(Nc1ccc2c(c1)OCCO2)c1cnc2ccccn2c1=O do in these assays?
ATG4B inhibitor: -13; MPTP inh: 0.3; SENP6 block: 57*; SENP8 block: 12; GRIN3A LBD mod: -1; SENP7 block: 6; PfG6PD inh: 7; HKDC1 inhibitor: -5

Results for CN(CCOc1ccc(Cl)cc1)C(=O)c1cc(-c2ccco2)nc2ccccc12 ?
ATG4B inhibitor: -13; MPTP inh: 5.4; SENP6 block: -1; SENP8 block: inactive; GRIN3A LBD mod: -8; SENP7 block: -6; PfG6PD inh: 12; HKDC1 inhibitor: 3

Results for Cc1cc2oc(=O)cc(CN(C)Cc3ccccc3Cl)c2cc1C ?
ATG4B inhibitor: 1; MPTP inh: -1.0; SENP6 block: -9; SENP8 block: 1; GRIN3A LBD mod: 1; SENP7 block: -7; PfG6PD inh: -5; HKDC1 inhibitor: -1

Results for CC(C)COc1ccc(C(=O)N(CC(=O)Nc2ccccc2C(F)(F)F)Cc2ccco2)cc1 ?
ATG4B inhibitor: 8; MPTP inh: -0.2; SENP6 block: -3; SENP8 block: 7; GRIN3A LBD mod: -2; SENP7 block: -12; PfG6PD inh: 24; HKDC1 inhibitor: 8

Results for COC(=O)Cn1c2ccc(OC)cc2c2nc3ccccc3nc21 ?
ATG4B inhibitor: 11; MPTP inh: 3.3; SENP6 block: 4; SENP8 block: 10; GRIN3A LBD mod: 2; SENP7 block: 2; PfG6PD inh: 0; HKDC1 inhibitor: 5

How did Cc1c(Cl)cccc1NC(=O)c1ccc(-n2ccnc2)nc1 do in these assays?
ATG4B inhibitor: -12; MPTP inh: 0.9; SENP6 block: -10; SENP8 block: 5; GRIN3A LBD mod: 2; SENP7 block: -10; PfG6PD inh: 7; HKDC1 inhibitor: -1

How did Clc1ccccc1/C=N/N1CCN(Cc2ccccc2)CC1 do in these assays?
ATG4B inhibitor: 2; MPTP inh: -0.6; SENP6 block: -23; SENP8 block: 11; GRIN3A LBD mod: 2; SENP7 block: -4; PfG6PD inh: 1; HKDC1 inhibitor: -3

Results for Cc1nnc(SCC(=O)Nc2ccccc2)[nH]c1=O ?
ATG4B inhibitor: -5; MPTP inh: -1.0; SENP6 block: -7; SENP8 block: 10; GRIN3A LBD mod: -3; SENP7 block: -2; PfG6PD inh: -6; HKDC1 inhibitor: 3

How did Nc1cccc(O)c1 do in these assays?
ATG4B inhibitor: -4; MPTP inh: -0.2; SENP6 block: -11; SENP8 block: 8; GRIN3A LBD mod: 2; SENP7 block: 5; PfG6PD inh: 39; HKDC1 inhibitor: 8

How did CN(CC(=O)Nc1cccc(F)c1)CC(=O)Nc1cc(S(=O)(=O)N2CCOCC2)ccc1Cl do in these assays?
ATG4B inhibitor: -10; MPTP inh: 0.5; SENP6 block: -10; SENP8 block: 2; GRIN3A LBD mod: 2; SENP7 block: -11; PfG6PD inh: -5; HKDC1 inhibitor: 1

What do the screens show for `O=c1cc(-c2ccc(Cl)cc2)[nH]c2ccccc12`?
ATG4B inhibitor: -8; SENP6 block: -14; GRIN3A LBD mod: 0; SENP7 block: -1; PfG6PD inh: 22; HKDC1 inhibitor: 0

What do the screens show for `Cc1cc(N2CCN(C(=O)c3ccco3)CC2)n2ncnc2n1`?
ATG4B inhibitor: 14; MPTP inh: 0.5; SENP6 block: -13; SENP8 block: 2; GRIN3A LBD mod: -2; SENP7 block: -2; PfG6PD inh: -4; HKDC1 inhibitor: 3

How did O=[N+]([O-])c1cc(C(F)(F)F)ccc1NC1CCN(Cc2ccccc2)C1 (stereo not drawn) do in these assays?
ATG4B inhibitor: 0; MPTP inh: 1.3; SENP6 block: 2; SENP8 block: 8; GRIN3A LBD mod: -2; SENP7 block: 2; PfG6PD inh: 11; HKDC1 inhibitor: 4

Results for O=c1cc(COc2ncnc3c(Cl)cc(Cl)cc23)nc2sccn12 ?
ATG4B inhibitor: 7; MPTP inh: 0.8; SENP6 block: -3; SENP8 block: -31; GRIN3A LBD mod: 1; SENP7 block: -5; PfG6PD inh: 4; HKDC1 inhibitor: 3

What do the screens show for `Cc1ccccc1NC(=O)Cc1nc(COC(=O)c2ccc(O)cc2O)cs1`?
ATG4B inhibitor: 2; MPTP inh: 0.4; SENP6 block: -5; SENP8 block: 3; GRIN3A LBD mod: -7; SENP7 block: 13; PfG6PD inh: -1; HKDC1 inhibitor: 4

What do the screens show for `O=C(Cc1ccccc1)N/N=C/c1ccc(-c2ccc([N+](=O)[O-])cc2)o1`?
ATG4B inhibitor: -4; MPTP inh: 3.1; SENP6 block: 8; SENP8 block: -101; GRIN3A LBD mod: 5; SENP7 block: -2; PfG6PD inh: -9; HKDC1 inhibitor: -5

How did Cc1ccc(C(=O)CCC(=O)NN2C(=O)NC3(CCCCC3)C2=O)cc1 do in these assays?
ATG4B inhibitor: -6; MPTP inh: -1.4; SENP6 block: -3; SENP8 block: 3; GRIN3A LBD mod: 0; SENP7 block: 12; PfG6PD inh: -10; HKDC1 inhibitor: 3

Results for CC(C)=CCN1CCN(Cc2cc3ccccc3[nH]2)CC1CCO (stereo not drawn) ?
ATG4B inhibitor: -2; MPTP inh: -0.2; SENP6 block: 3; SENP8 block: -12; GRIN3A LBD mod: 0; SENP7 block: 5; PfG6PD inh: -4; HKDC1 inhibitor: 0

What do the screens show for `CCN(C(=O)CSc1nnc(-c2cccs2)n1CC)C1CCS(=O)(=O)C1` (stereo not drawn)?
ATG4B inhibitor: 6; MPTP inh: -0.6; SENP6 block: -4; SENP8 block: 13; GRIN3A LBD mod: -3; SENP7 block: 0; PfG6PD inh: -15; HKDC1 inhibitor: 12

What do the screens show for `COC(=O)N/C(C)=C1/NC(=O)c2ccccc2C(c2ccccc2)N1` (stereo not drawn)?
ATG4B inhibitor: 12; MPTP inh: -2.1; SENP6 block: 3; SENP8 block: 9; GRIN3A LBD mod: -2; SENP7 block: 7; PfG6PD inh: -1; HKDC1 inhibitor: -10

What do the screens show for `CCN(CC(=O)NCc1ccc(Cl)cc1)C(=O)c1cnc(Cl)c(Cl)c1`?
ATG4B inhibitor: -5; MPTP inh: 2.5; SENP6 block: -12; SENP8 block: 2; GRIN3A LBD mod: 1; SENP7 block: -3; PfG6PD inh: 5; HKDC1 inhibitor: -6

What do the screens show for `CCOc1ccc(Oc2ccccc2NC(=O)C2=COCCO2)cc1`?
ATG4B inhibitor: 5; MPTP inh: 0.1; SENP6 block: 8; SENP8 block: 9; GRIN3A LBD mod: -2; SENP7 block: 0; PfG6PD inh: -3; HKDC1 inhibitor: 4

Results for O=C(CSc1nnnn1C1CCCC1)N1CCN(C(=O)c2ccco2)CC1 ?
ATG4B inhibitor: 9; MPTP inh: 0.0; SENP6 block: -5; SENP8 block: 18; GRIN3A LBD mod: -9; SENP7 block: -14; PfG6PD inh: -14; HKDC1 inhibitor: -5

Results for O=[N+]([O-])c1cccc(N(CC(O)CN2CCCCC2)S(=O)(=O)c2ccccc2)c1 (stereo not drawn) ?
ATG4B inhibitor: -3; MPTP inh: 1.0; SENP6 block: -8; SENP8 block: 10; GRIN3A LBD mod: 0; SENP7 block: -6; PfG6PD inh: -27; HKDC1 inhibitor: -4

What do the screens show for `Cc1cccc(NC(=O)C2CCCN(S(=O)(=O)c3cccc4cccnc34)C2)c1` (stereo not drawn)?
ATG4B inhibitor: -1; MPTP inh: -1.2; SENP6 block: -5; SENP8 block: 3; GRIN3A LBD mod: 1; SENP7 block: 15; PfG6PD inh: 9; HKDC1 inhibitor: 0

What do the screens show for `Cc1ccc2nc(Cl)c(/C=N/NC(=O)c3ccccc3O)cc2c1`?
ATG4B inhibitor: 6; MPTP inh: 65*; SENP6 block: -10; SENP8 block: -15; GRIN3A LBD mod: 20*; SENP7 block: -3; PfG6PD inh: -7; HKDC1 inhibitor: 0

What do the screens show for `C#CCOCCOCCOCCNc1nc(N2CCN(C(=O)C([C@@H](C)CC)n3cc(C(N)COC(=O)C(F)(F)F)nn3)CC2)nc(N2CCN(C(=O)[C@H](Cc3ccc(O)cc3)n3cc(C(N)[C@H](C)CC)nn3)CC2)n1` (stereo partly drawn)?
ATG4B inhibitor: -22; SENP6 block: -3; GRIN3A LBD mod: -2; SENP7 block: 11; PfG6PD inh: 9; HKDC1 inhibitor: 2

What do the screens show for `CC1(C)NC(=O)N(CC(=O)OCC(=O)Nc2cc(S(=O)(=O)N3CCCCC3)ccc2Cl)C1=O`?
ATG4B inhibitor: -1; MPTP inh: 11; SENP6 block: -19; SENP8 block: 14; GRIN3A LBD mod: -4; SENP7 block: -3; PfG6PD inh: 5; HKDC1 inhibitor: -12

Reprinted from the part before: 2 entries; new compounds follow.
What do the screens show for `C#CCOCCOCCOCCNc1nc(N2CCN(C(=O)C([C@@H](C)CC)n3cc(C(N)COC(=O)C(F)(F)F)nn3)CC2)nc(N2CCN(C(=O)[C@H](Cc3ccc(O)cc3)n3cc(C(N)[C@H](C)CC)nn3)CC2)n1` (stereo partly drawn)?
ATG4B inhibitor: -22; SENP6 block: -3; GRIN3A LBD mod: -2; SENP7 block: 11; PfG6PD inh: 9; HKDC1 inhibitor: 2

What do the screens show for `CC1(C)NC(=O)N(CC(=O)OCC(=O)Nc2cc(S(=O)(=O)N3CCCCC3)ccc2Cl)C1=O`?
ATG4B inhibitor: -1; MPTP inh: 11; SENP6 block: -19; SENP8 block: 14; GRIN3A LBD mod: -4; SENP7 block: -3; PfG6PD inh: 5; HKDC1 inhibitor: -12

What do the screens show for `CCOCCCn1c(=S)[nH]c2cc(C(=O)NCc3ccc(F)cc3)ccc2c1=O`?
ATG4B inhibitor: 9; MPTP inh: 0.9; SENP6 block: -3; SENP8 block: 10; GRIN3A LBD mod: 0; SENP7 block: -5; PfG6PD inh: -5; HKDC1 inhibitor: -6

What do the screens show for `O=C(COC(=O)C12CC3CC(CC(O)(C3)C1)C2)Nc1ccccc1OC(F)F`?
ATG4B inhibitor: -10; MPTP inh: 0.6; SENP6 block: -11; SENP8 block: 8; GRIN3A LBD mod: -2; SENP7 block: -11; PfG6PD inh: -10; HKDC1 inhibitor: -7

What do the screens show for `N=c1oc2ccccc2cc1C(=O)NCc1ccccc1`?
ATG4B inhibitor: 0; MPTP inh: -0.8; SENP6 block: -4; SENP8 block: 3; GRIN3A LBD mod: -2; SENP7 block: 11; PfG6PD inh: 14; HKDC1 inhibitor: 1

What do the screens show for `COCCNC(=O)CCCn1c(=O)c2ccccc2n(CC(=O)NCCC2=CCCCC2)c1=O`?
ATG4B inhibitor: -7; MPTP inh: -0.5; SENP8 block: 19; GRIN3A LBD mod: -1; PfG6PD inh: -6; HKDC1 inhibitor: -1

Results for Cc1ccc2nc(Cl)c(C3CC(c4ccco4)=NN3S(C)(=O)=O)cc2c1 (stereo not drawn) ?
ATG4B inhibitor: -4; MPTP inh: 0.4; SENP6 block: 3; SENP8 block: -35; GRIN3A LBD mod: -2; SENP7 block: 1; PfG6PD inh: 24; HKDC1 inhibitor: 1

How did Nc1ncn(C(=S)Nc2ccccc2)n1 do in these assays?
ATG4B inhibitor: -6; MPTP inh: 0.4; SENP8 block: 4; GRIN3A LBD mod: -3; PfG6PD inh: -4; HKDC1 inhibitor: -7
